Assay outcomes deposited in PubChem BioAssay by National Center for Advancing Translational Sciences (NCATS).
Pol eta inh: blocks human DNA polymerase eta activity. Q9Y253. recombinant Pol eta, fluorescent DNA replication assay. Potency, µM (highest dose often 114 µM), inactives show at the top dose activity change, negative = inhibition, hits mostly inhibitors. AID 588591. 1.2% of 390,000 active; note: potency is the fitted concentration of half-maximal effect; % is set by controls: 0 for no effect and ±100 for the full control effect
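Pol eta (10 nM) was preincubated with compounds for 15 min at room temperature, after which fluorescent replication substrate (50 nM final) was added to start the reaction. Fluorescence was read kinetically at 0 and 10 min.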
Pol iota inh: blocks human DNA polymerase iota activity. Q9UNA4. Pol iota fluorescent replication assay, 10 min. Potency, µM (top dose mostly 115 µM), inactives show at the top dose activity, negative = inhibition, usual class: inhibitors. 1% of 390,000 active; note: potency is the fitted concentration of half-maximal effect
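Fluorescent replication assay read twice, at 0 min and 10 min after adding 50 nM (final) substrate. Enzyme (10 nM) and compounds were first incubated 15 min at room temperature; enzyme-free buffer wells were negative controls.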
POLK inh: DNA polymerase kappa (human) inhibition. AID 588579. 0.53% of 400,000 active. purified Pol kappa, fluorescent DNA synthesis assay, 10 min. Q9UBT6. Potency, µM (highest dose often 107 µM), without a hit: top-dose activity, negative = inhibition, usual class: inhibitors; note: potency is the fitted concentration of half-maximal effect; % is set by controls: 0 for no effect and ±100 for the full control effect
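Here, compound and 10 nM enzyme are combined for 15 min at room temperature; adding 50 nM substrate (final) starts DNA synthesis, tracked by fluorescence at 0 and 10 min against buffer-only wells.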
APE1 inh: blocks human APE1 abasic DNA cleavage | P27695 | recombinant APE1, TAMRA/BHQ-2 abasic DNA cleavage fluorescence | Potency, µM (top dose mostly 65.8 µM), for the others: at the top dose activity change, negative = inhibition, usual class: inhibitors | 0.35% of 350,000 active | AID 2517;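 note: potency is the fitted concentration of half-maximal effect; plate controls were vehicle for no effect and reference inhibitor for full effect; nearly all actives have a fitted effect of over 55% in size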
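Substrate: short duplex with […] THF abasic site, 5'-TAMRA and 3'-BHQ-2, 50 nM final. APE1 at 0.75 nM, preincubated 15 min RT with compound. Fluorescence increase from first to third read measured activity.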
GRP78 ERSR act: induces the endoplasmic reticulum stress response in human glioma cells; 0.02% of 420,000 active; Potency, µM, inactives show top-dose activation, most hits filed as activators; U87-MG GRP78 promoter luciferase reporter, 16 h; note: potency is the fitted concentration of half-maximal effect; series mostly up to about 76 µM; % of control where 0% means no effect; nearly all actives have a fitted effect of over 35% in size
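Stably transfected U87-MG glioma cells carrying a GRP78-based luciferase sensor; 16 h compound incubation. Luminescence end-point read 10 min after Bright-Glo addition at room temperature.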
POLB inh: DNA polymerase beta (human) inhibition. P06746. Pol beta primer extension/strand displacement, fluorescence kinetic. Potency, µM (highest dose often 114 µM), without a hit: top-dose activity change, negative = inhibition, actives largely listed as inhibitors. 1.3% of 340,000 active; note: potency is the fitted concentration of half-maximal effect; % is set by controls: 0 for no effect and ±100 for the full control effect
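Values derive from four-parameter Hill fits of normalized kinetic data: reads at 0 and 10 min following addition of 50 nM substrate to 10 nM Pol beta preincubated 15 min with compound.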
BLM inh: Bloom syndrome helicase (human) inhibition | P54132 | recombinant BLM DNA unwinding, fluorescence dequenching | Potency, µM (highest dose often 56.1 µM), for the others: top-dose activity change, negative = inhibition, actives largely listed as inhibitors | 0.2% of 350,000 active | AID 2528;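 note: potency is the fitted concentration of half-maximal effect; plate controls were vehicle for no effect and no enzyme for full effect; nearly all actives have a fitted effect of over 35% in size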
Target sequence (P54132 whole entry, looked up): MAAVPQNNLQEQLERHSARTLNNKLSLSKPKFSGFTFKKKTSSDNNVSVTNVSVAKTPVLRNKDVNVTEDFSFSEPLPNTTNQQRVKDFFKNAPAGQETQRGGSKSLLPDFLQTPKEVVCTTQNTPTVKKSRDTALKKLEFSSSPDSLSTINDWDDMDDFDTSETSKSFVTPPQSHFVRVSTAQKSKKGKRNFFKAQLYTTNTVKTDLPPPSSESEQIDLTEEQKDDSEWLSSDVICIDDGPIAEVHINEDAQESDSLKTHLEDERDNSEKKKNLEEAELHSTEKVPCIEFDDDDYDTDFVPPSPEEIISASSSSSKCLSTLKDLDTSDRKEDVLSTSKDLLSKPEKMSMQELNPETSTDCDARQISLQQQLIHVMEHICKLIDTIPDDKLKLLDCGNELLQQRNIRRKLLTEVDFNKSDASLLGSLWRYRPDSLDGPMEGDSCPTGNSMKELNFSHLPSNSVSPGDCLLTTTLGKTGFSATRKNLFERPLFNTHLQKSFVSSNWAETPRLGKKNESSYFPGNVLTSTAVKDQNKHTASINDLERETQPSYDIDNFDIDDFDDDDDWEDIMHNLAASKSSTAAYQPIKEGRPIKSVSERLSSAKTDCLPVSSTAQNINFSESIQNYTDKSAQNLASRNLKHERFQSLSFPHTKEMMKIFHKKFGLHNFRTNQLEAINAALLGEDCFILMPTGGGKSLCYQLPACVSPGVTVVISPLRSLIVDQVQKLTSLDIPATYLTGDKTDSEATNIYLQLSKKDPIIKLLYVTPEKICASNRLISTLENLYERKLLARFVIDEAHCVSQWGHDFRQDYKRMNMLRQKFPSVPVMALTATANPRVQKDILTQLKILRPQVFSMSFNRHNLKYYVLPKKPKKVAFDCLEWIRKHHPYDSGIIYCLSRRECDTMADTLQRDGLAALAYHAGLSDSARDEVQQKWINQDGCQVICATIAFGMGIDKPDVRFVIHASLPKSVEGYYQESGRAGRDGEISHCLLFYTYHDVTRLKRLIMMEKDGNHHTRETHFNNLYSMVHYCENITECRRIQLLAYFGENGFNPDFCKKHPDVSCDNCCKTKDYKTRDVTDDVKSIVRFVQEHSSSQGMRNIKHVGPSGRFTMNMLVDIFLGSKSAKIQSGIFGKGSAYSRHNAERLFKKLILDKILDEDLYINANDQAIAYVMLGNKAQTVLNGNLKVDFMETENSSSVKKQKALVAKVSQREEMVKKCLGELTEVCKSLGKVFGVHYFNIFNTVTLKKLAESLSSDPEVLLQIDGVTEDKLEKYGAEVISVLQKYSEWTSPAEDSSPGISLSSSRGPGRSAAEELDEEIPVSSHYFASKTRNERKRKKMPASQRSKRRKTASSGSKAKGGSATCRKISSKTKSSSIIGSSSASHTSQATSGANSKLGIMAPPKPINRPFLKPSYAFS
Anesthetic bind: binds horse apoferritin like a general anesthetic. Potency, µM (series often up to 77.5 µM), without a hit: at the highest dose activity change, negative = displacement, most hits filed as inhibitors. apoferritin/1-aminoanthracene competitive binding, fluorescence. 0.074% of 350,000 active. P02791; note: potency is the fitted concentration of half-maximal effect; % is set by controls: 0 for no effect and ±100 for the full control effect; nearly all actives have a fitted effect of over 20% in size
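Apoferritin-based anesthetic binding model; compound displacement of fluorescent 1-AMA measured as endpoint fluorescence after 10 minutes at room temperature, scaled to free-ligand and complex controls.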
LDHA block: inhibitors of human lactate dehydrogenase A; P00338; purified LDHA, NADH/diaphorase-resazurin fluorescence; stronger effect = lower value; activity change, % (values are at about 110 or 230 µM); 0.15% of 480,000 active; in the data active = activity change below about -30%; inconclusive = mostly about -25% to -30%;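 note: plate controls were DMSO wells for no effect and wells without enzyme for full effect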
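Human LDH5 at 2 nM final in Tris HCl pH 7.4 with 0.06 mM NADH and 0.2 mM pyruvate, reacted 5 minutes at room temperature. Remaining NADH coupled via diaphorase/resazurin; resorufin fluorescence read at 0 and 20 minutes, normalized to enzyme-free and DMSO wells.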
* hit, by the source's call; ? = inconclusive; . = no result given; [ ] = remark or other dose. Unless noted, calls come from the whole dose curve; as a rule, active = well fitted curve in the direction sought with a large enough effect; inconclusive = small, poorly fitted or top-dose-only effect, or another doubt; inactive = no such curve, though single readings can be large; an effect the other way counts as inactive or inconclusive. A portion of the library; rates above refer to the full screens.

Below each compound – Pol eta inh	Pol iota inh	POLK inh	APE1 inh	GRP78 ERSR act	POLB inh	BLM inh	Anesthetic bind	LDHA block
CCOc1ccc(NC(=O)CSc2cn(CC(=O)N3CCCCCC3)c3ccccc23)cc1
  -1%	2%	-2%	.	2%	0%	-6%	-8%	1
Cc1ccc(SCc2cc(=O)n3[nH]c(C)nc3n2)cc1
  -16%	-15%	-8%	12%	-3%	-1%	2%	5%	6
O=C(Nc1cccnc1)c1cccc(S(=O)(=O)Nc2ccccc2F)c1
  -1%	33%[activator]	8%	-19%	-4%	.	.	.	1
O=C(NCc1ccco1)c1cnc2sccn2c1=O
  -8%	-28%	-9%	14%	-3%	0%	0%	6%	-8
COc1ccc(Cc2nnc(NC(=O)Nc3ccc(F)cc3)s2)cc1OC
  -9%	-1%	13%	-16%	-4%	36%	-3%	-2%	-1
CC1CCCC(C)N1C(=O)COC(=O)c1ccc(Br)o1 (stereo unspecified)
  4%	37%[activator]	-7%	-4%	-2%	.	.	.	-8
CC(C)(C)NC(=O)C(c1cccs1)N(CC1CCCO1)C(=O)c1ccc(-c2ccccc2)[nH]1 (stereo unspecified)
  -16%	12%	-8%	-8%	8%	-3%	-3%	-2%	-1
CSCC[C@H](NC(=O)c1ccc(Br)o1)c1nnc2ccccn12
  3%	39%[activator]	12%	16%	0%	39%	0%	4%	-2
COCCCNc1cc(C)nc2ccccc12
  -6%	20%	2%	17%	-3%	18%	-9%	-12%	-1
NS(=O)(=O)c1ccc(NC(=O)COC(=O)CC2Sc3ccccc3NC2=O)cc1 (stereo unspecified)
  -7%	-22%	-5%	-20%	-2%	.	.	.	-15
CCOC(=O)Cn1c(=O)c2c(nc3n2CCS3)n(C)c1=O
  -14%	25%	-2%	6%	-2%	?	1%	-7%	-8
C/C(=N\Nc1ccc(F)cc1)c1ccc(N2CCOCC2)c(F)c1
  -2%	?	-20%	6%	2%	4%	-10%	4%	7
Cc1cccc(CCNS(=O)(=O)c2ccc3c(c2)NC(=O)C(C)S3)c1 (stereo unspecified)
  -9%	0%	-22%	-7%	-3%	39%	-7%	4%	-12
CN(C(=O)COc1ncnc2sccc12)C1CCCCC1
  -18%	25%	2%	16%	-2%	.	.	.	-4
COc1ccc(S(=O)(=O)NCCCCC(=O)O)cc1C(=O)O
  -13%	129%[activator]	-3%	3%	0%	1%	3%	-1%	-3
CCC(=O)Nc1cccc(C(=O)c2ccc(C)c(C)c2)c1
  -8%	23%	-2%	-3%	-4%	-5%	-13%	-13%	0
CCN(CC(=O)Nc1ccc(NC(C)=O)cc1)C(=O)CCCc1nc2ccccc2s1
  -8%	-11%	9%	13%	-2%	.	.	.	1
Cc1cccc(OC(C)C(=O)N2CCc3ccccc3C2)c1 (stereo unspecified)
  -8%	15%	9%	-3%	2%	-11%	-9%	-9%	2
O=S1(=O)CCN2C(Cc3ccc(SC(F)F)cc3)=CSC2=N1
  0%	12%	-9%	5%	2%	-13%	-3%	-19%	-11
S=C(NCc1ccc2[nH]c3c(c2c1)CCCC3)Nc1ccccc1Cl
  -11%	-30%	1%	2%	-2%	-20%	-14%	-6%	0
Cc1cc(NC(=O)CCCn2ccc([N+](=O)[O-])n2)n(Cc2ccc(F)cc2)n1
  -16%	130%[activator]	-7%	?	-5%	?	0%	-13%	-3
COc1ccc(Cl)cc1NC(=O)c1cc(S(=O)(=O)N(C)Cc2ccccc2)ccc1F
  -7%	?	-6%[60.1 µM]	.	-2%	3%	-6%	-2%	-7
CN(CC(=O)NC1CCCCC1)S(=O)(=O)c1cccc2cccnc12
  -17%	21%	1%	6%	-3%	1%	0%	-3%	-2
C#CCNS(=O)(=O)c1ccc(F)cc1Br
  -7%	-6%	12%	.	5%	.	.	.	7
O=C(c1ccc2nc(-c3ccccc3)c(-c3ccccc3)nc2c1)N1CCCCC1
  -10%	22%	6%	-5%	-1%	2%	3%	-19%	0
CCCCCCn1c(C)nc2c(c1=O)c1nc3ccccc3nc1n2/N=C/c1ccco1
  ?	?	-14%	-11%	0%	12%	-26%	-10%	5
CN(CC(=O)Nc1cccc(F)c1)C(=O)c1ccc(OCC2CCCO2)cc1 (stereo unspecified)
  -19%	13%	-8%	7%	-1%	-2%	-5%	-8%	-6
O=C(Cc1ccc(NC(=O)C2CCN(C(=O)C3CC3)CC2)cc1)Nc1cccc(C(=O)N2CCCCC2)c1
  -9%	1%	-2%	.	-4%	.	.	.	0
O=C(CC(Nc1ccccc1)c1ccccc1)C1CC1 (stereo unspecified)
  -16%	179%[activator]	-7%	12%	-3%	4%	-3%	2%	0
COc1cc(C(C)=O)ccc1OCC(O)CN1CCN(c2ccc(C)c(C)c2)CC1 (stereo unspecified)
  -22%	129%[activator]	-1%	2%	-2%	2%	-2%	-15%	-5

A draw from above in order of SMILES length, lowest first:
Below each compound – Pol eta inh	Pol iota inh	POLK inh	APE1 inh	GRP78 ERSR act	POLB inh	BLM inh	Anesthetic bind	LDHA block
O=C(NCc1ccco1)c1cnc2sccn2c1=O
  -8%	-28%	-9%	14%	-3%	0%	0%	6%	-8
CC1CCCC(C)N1C(=O)COC(=O)c1ccc(Br)o1 (stereo unspecified)
  4%	37%[activator]	-7%	-4%	-2%	.	.	.	-8
COc1cc(C(C)=O)ccc1OCC(O)CN1CCN(c2ccc(C)c(C)c2)CC1 (stereo unspecified)
  -22%	129%[activator]	-1%	2%	-2%	2%	-2%	-15%	-5

(more compounds)
Below each compound – Pol eta inh	Pol iota inh	POLK inh	APE1 inh	GRP78 ERSR act	POLB inh	BLM inh	Anesthetic bind	LDHA block
Cc1ccc(NC(=O)Cn2cnc3sc(C(=O)NCCN(C)C)c(C)c3c2=O)cc1Cl
  .	.	.	-3%	.	-1%	25%	-14%	.
Cc1ccccc1NC(=O)C1(C)Cc2ccccc2C(=O)O1 (stereo unspecified)
  7%	23%	-6%	8%	-3%	50%	1%	-5%	-2
C/C(=N\N(Cc1ccccc1)c1ccccc1)c1cccnc1
  -24%	41%[activator]	-7%	-6%	-1%	22%	-5%	-20%	0
O=C(Cc1ccc(Cl)cc1)Nc1cc(Cl)ccn1
  -10%	61%[activator]	-3%	.	5%	.	.	.	-7
Cc1nc(-c2ccc(S(=O)(=O)Oc3ccc(Cl)cc3Cl)s2)cs1
  -8%	35%[activator]	-8%	7%	-3%	-23%	-15%	-5%	-3
CC(C)NC(=O)N1CCN(c2ccncc2S(=O)(=O)N2CCOCC2)CC1
  -9%	3%	-8%	4%	-6%	5%	-1%	-7%	-9
O=C(NCc1cccnc1)c1cccc(F)c1
  -9%	4%	-6%	-1%	-1%	-20%	-2%	-5%	-2
CCC(C)C(NC(=O)[C@@H](NC(=O)c1ccccc1F)C(C)C)C(=O)OC (stereo partly specified)
  3%	26%	-1%	0%	-3%	-8%	-1%	-10%	0
N#Cc1c(-c2ccco2)cc(-c2ccccn2)nc1N
  ?	?	-32%	?	0%	?	-12%	36%[activator]	1
CCCCOc1ccc(C(=O)NNC(=O)C2C3C=CC(C3)C2C(=O)O)cc1 (stereo unspecified)
  -10%	24%	2%	-13%	6%	0%	-1%	?	2
Cc1ccc(-c2csc3nnc(SCc4csc(C)n4)n23)cc1
  -18%	16%	-13%	-1%	-1%	27%	-5%	-6%	-4
CC(=O)Nc1nc(C)nc(-c2ccccc2OC(C)=O)n1
  6%	86%[activator]	16%	-8%	-2%	-16%	-1%	27%	-2
CN(C(=O)COC(=O)/C=C/c1ccc(F)cc1)c1c(N)n(Cc2ccccc2)c(=O)[nH]c1=O
  -8%	16%	5%	10%	-2%	.	.	.	-7
Cc1ccc2c(c1)C=CC(C)(C)S2=O (stereo unspecified)
  -7%	5%	-8%	-2%	0%	-7%	2%	-9%	-4
COc1ccccc1NC(=O)CN1CCN(CC(=O)Nc2ccc3c(c2)OCO3)CC1
  -17%	9%	-8%	0%	-2%	7%	-2%	3%	-3
CCO[C@H]1OC(C(=O)NC2CC2)=C[C@@H](c2csc3ccccc23)[C@@H]1CCCO
  -6%	22%	7%	15%	-3%	20%	1%	-6%	-2
c1ccc(CSc2nnc3ccc(-c4ccncc4)nn23)nc1
  24%	-1%	11%	3%	1%	15%	-2%	-7%	-2
C=CCSc1nnc(NC(=O)CCN2C(=O)C3CC=CCC3C2=O)s1 (stereo unspecified)
  -10%	-10%	-25%	27%	-1%	.	.	.	-3
CCOC(=O)C[n+]1c(C)sc2ccc(OC)cc21
  -13%	?	1%	1%	-3%	21%	1%	-13%	3
O=C1CC(c2cccs2)CC2=C1C(c1ccccc1)n1ncnc1N2 (stereo unspecified)
  -20%	9%	1%	4%	-1%	17%	0%	-7%	-2
O=C(O)c1ccc(N=N/C(=N\Nc2ccc(C(=O)O)cc2)c2ccccc2)cc1
  -9%	-12%	-12%	-11%	-3%	.	.	.	-6
COc1ccc(CC(=O)OCc2cc3ccc(C)cc3[nH]c2=O)cc1
  4%	?	-5%	2%	-4%	2%	-2%	-22%	-1
O=C(CSc1ncn[nH]1)Nc1cc(S(=O)(=O)N2CCCC2)ccc1Cl
  -20%	177%[activator]	-2%	15%	-3%	?	1%	-5%	-6
Cc1ccc(OCC(=O)N(C)CC(=O)Nc2ccc(N3CCOCC3)cc2)cc1
  -14%	25%	-14%	-6%	-2%	.	.	.	-4
COc1ccc(-c2cc(C(=O)NCc3ccc(Cl)cc3)no2)cc1OC
  4%	-15%	-19%	-2%	-4%	0%	-4%	-4%	-8
O=C(/C=C/c1ccc(-c2ccc(F)cc2)o1)N1CCCC1
  -7%	-1%	-14%	-7%	5%	-1%	-2%	2%	-2
